Screening results from PubChem BioAssay.
ZTA counter: blocks Epstein-Barr virus ZTA, an EBNA-1 counter-screen. ZTA-DNA binding, fluorescence polarization. AID 2234. hit rate 0.15% among 320,000. inhibition, % at 11 µM. P03206; in the data active = inhibition above about 33%
EBNA-1 inhibitor: blocks EBNA-1 binding to DNA. EBNA-1 DNA binding, fluorescence polarization. inhibition, % at 14.8 µM. hit rate 0.34% among 300,000; in the data active = inhibition above about 28%
RPL19A TOR yeast: modulators of TOR pathway RPL19A-GFP in S. cerevisiae | S. cerevisiae RPL19A-GFP strain, flow cytometry, 3 h; hits give low values | percent response vs DMSO, % at 10 µM | hit rate 0.3% among 330,000 | AID 2025;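 active = percent response vs DMSO below 50%; inconclusive = fewer than 70 events counted for the yeast strain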;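 also: median channel GFP fluorescence of the barcoded RPL19A-GFP strain; ratio of sample median GFP to plate DMSO average so 100% = DMSO; lower means less RPL19A-GFP as with rapamycin TOR inhibition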
LAP4 TOR yeast: alters LAP4-GFP fluorescence in TOR pathway yeast screen | S. cerevisiae LAP4-GFP multiplex, flow cytometry GFP, 3 h; median GFP as percent of DMSO wells | GFP response vs DMSO, % at 10 µM | hit rate 0.34% among 320,000;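 active = GFP response vs DMSO above a set limit, about the screen mean plus 3 SD, cut at about 150% in these data; inconclusive = under 70 cell events counted for the yeast strain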
proCasp7 act: counter-screen: procaspase-7 (human) activation. recombinant procaspase-7, Ac-DEVD-pNA absorbance 405 nm; D23A/D198A/D206A triple mutant, cannot self-cleave; scale: DMSO 0, 5 µM enzyme 100. activation, % at 8.5 µM. hit rate 0.093% among 330,000;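 active = percent activation above the screen-wide mean plus 3 SD, cut at about 25% in these data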
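System: Uncleavable procaspase-7 mutant enzyme; Amount: 2 µM procaspase-7 mutant as dispensed; Schedule: 1 h compound preincubation, 2 h substrate cleavage, 25 °C; Measured by: 405 nm absorbance of p-nitroaniline; Evaluation: percent activation from buffer-corrected 0–120 min absorbance change; Control set: low DMSO alone, high DMSO plus 5 µM PC-7.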
AHR activator: activates the human aryl hydrocarbon receptor; activation, % at 5 µM; P35869; hit rate 2.5% among 320,000; AID 2796; AHR-responsive luciferase reporter cells, luminescence; in the data active = activation above about 47%;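 also: 0% = vehicle wells and 100% = reference agonist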
MEP2-GFP yeast: alters MEP2-GFP fluorescence in TOR pathway yeast screen; S. cerevisiae MEP2-GFP strain, flow cytometry GFP, 3 h; 100% = DMSO control level; GFP response vs DMSO, % at 10 µM; hit rate 0.51% among 330,000; AID 2016;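 active = GFP response versus DMSO above a set limit, roughly screen mean plus 3 SD, cut at about 180% in these data; inconclusive = fewer than 70 cells counted for a yeast strain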;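 also: median GFP fluorescence of the barcode-gated MEP2-GFP cells per well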
proCasp3 act: activates human procaspase-3; recombinant procaspase-3 D3A, Ac-DEVD-pNA absorbance 405 nm; hit rate 0.11% among 330,000; activation, % at 8.5 µM; P42574;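 active = activation above the mean of all tested compounds plus 3 SD, cut at about 21% in these data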;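 also: 0% = DMSO alone and 100% = DMSO wells spiked with extra 5 µM PC-3 D3A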
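System: Procaspase-3 D3A mutant. Medium: Zinc-free 300 mM NaCl, 50 mM HEPES, 0.01% Triton X-100. Schedule: 1 h preincubation plus 2 h reaction at 25 °C. Measured by: 405 nm absorbance of p-nitroaniline, reads at 0 and 120 min. Read-out: percent activation relative to control range.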
* marks the source's active call; other numbers are inactive results; ? = inconclusive; . = not tested or not shown; & = joins results of further samples; [ ] = dose if it differs, or a comment. Not all compounds are listed, so the mix of outcomes need not match the whole.

smiles,ZTA counter,EBNA-1 inhibitor,RPL19A TOR yeast,LAP4 TOR yeast,proCasp7 act,AHR activator,MEP2-GFP yeast,proCasp3 act
Cc1cc(/C=C2\C(=O)NC(=O)N(c3ccc(Cl)cc3)C2=O)c(C)n1-c1cccc(C(=O)O)c1,10,19,99,95,-11,3,108,0
COc1cc(C=C2C(=O)NC(=O)NC2=O)cc(OC)c1OC,-11,-14,107,.,-3,3,107,-6
CCCNC(=O)N1[C@H]2CC[C@@H]1C(C(=O)OC)=C(c1cccc(C#N)c1)C2,-20,.,105,114,10,1,100,12
COC(=O)C1=C(c2ccc(OC)c(OC)c2)C[C@@H]2CC[C@H]1N2C(=O)NC1Cc2ccccc2C1,-14,.,97,99,7,0,98,6
CCC(C)NC(=O)c1c(N)n(Cc2ccc3c(c2)OCO3)c2nc3ccccc3nc12 (configuration not stated),4,3,91,90,25,15,143,70*
COC(=O)C1=C(c2ccc3ccccc3c2)C[C@@H]2CC[C@H]1N2C(=O)NCc1ccc(C(F)(F)F)cc1,-1,.,94,99,6,1,97,5
CCOc1ccc(N2C(=O)NC(=O)/C(=C\c3ccc(N4CCOCC4)cc3C)C2=O)cc1,-1,4,105,89,-19,4,105,-5
Cc1ccc2cc(C=C(C#N)C#N)c(Cl)nc2c1,-12,3,101,100,0,88*,94,-6
COCCCn1c(N)c(C(=O)OC(C)COC)c2nc3ccccc3nc21 (configuration not stated),14,12,103,110,-3,-6,101,-2
COC(=O)C1=C(c2ccc(-c3ccccc3)c(F)c2)C[C@@H]2CC[C@H]1N2C(=O)NCc1ccc(F)cc1,-15,.,96,100,-5,-1,90,3
COC(=O)C1=C(c2cccc(OC)c2OC)C[C@@H]2CC[C@H]1N2C(=O)N1CCC(O)CC1,9,1,.,.,3,1,.,11
COc1ccc(S(=O)(=O)N2CCOCC2)cc1NC(=O)COC(=O)Cc1ccccc1,.,.,96,94,9,-1,103,5
CC(C)CC12CN3CCN(CC(C3)C1O)C2 (configuration not stated),3,8,110,103,10,-1,111,-7
Cc1ccc(-c2cc(C(=O)N3CCC4(CC3)OCCO4)no2)cc1,15,4,106,121,0,-2,124,5
O=C(Cn1nc(Cc2cccnc2)c2ccccc2c1=O)N1CCC2(CC1)OCCO2,-8,-3,99,101,6,0,106,12
CCN1C(=O)NC(=O)/C(=C\c2cn(CC(=O)O)c3ccccc23)C1=O,1,13,102,101,-7,19,108,-12
CCC(=O)N1CCN(CCN=Cc2c(O)n(C)c(=O)n(C)c2=O)CC1,8,-2,96,92,-7,0,101,-3
O=C(O)c1c[nH]c2ccc(S(=O)(=O)N(CCCl)CCCl)cc12,-21,-14,98,96,2,2,98,-4
Cc1ccc2[nH]c(C)c(CCNCc3ccco3)c2c1,2,-9,100,110,4,2,107,-5
COc1ccc(C2(C#N)CC[N+](C)(C)CC2)cc1,10,5,104,104,5,-1,102,-1
COC(=O)N1C(c2ccccc2)C1c1ccccc1 (configuration not stated),2,-2,94,100,2,-1,96,5
O=c1c2ccccc2nc(-c2ccco2)n1-c1nccs1,11,4,105,108,5,19,104,5
CN1CCN(c2ccc3nccnc3c2)CC1,6,-7,98,89,10,1,99,1
CCCC1=C(C(=O)OCC)C2(C(=O)Nc3ccccc32)C(C#N)=C(N)O1 (configuration not stated),-3,1,87,71,-8,20,86,3
CC(C)c1ccc(NC(=O)CCNC(=O)N2C[C@H]3C[C@@H](C2)c2cccc(=O)n2C3)cc1,6,-4,98,105,-12,1,104,14
COC(=O)C1=C(c2cccc(C#N)c2)C[C@@H]2CC[C@H]1N2C(=O)NC1CC1,-10,.,102,105,4,-1,93,12
CCCC[n+]1cc(/N=C(\[O-])OC)on1,0,3,96,.,-6,5,99,2
COC(=O)C1=C(c2ccc(F)cc2OCc2ccccc2)C[C@@H]2CC[C@H]1N2C(=O)NCc1ccc(Cl)cc1,0,.,94,101,6,0,97,0
CCC(=NCCCO)c1c(O)n(-c2ccc(OC)cc2)c(=O)[nH]c1=O,3,-1,101,97,4,2,100,-3
C#CCNc1ccncc1S(=O)(=O)NC(=O)NC(C)C,-4,3,96,102,4,2,105,-1
COc1ccccc1N1C(=O)NC(=O)/C(=C/c2ccc([N+](=O)[O-])s2)C1=O,12,-6,99,127,-5,1,100,-9
NC(=O)OCCSc1nnc(-c2cccc(C(N)=S)c2)o1,5,-2,96,100,-5,4,96,-1
C[C@H]1CC[C@@H]2[C@@H](C)[C@H]3[C@H](C[C@H]4[C@@H]5CC=C6C[C@@H](O[C@@H]7O[C@H](CO)[C@H](O)[C@H](O[C@@H]8O[C@H](CO)[C@@H](O)[C@H](O)[C@H]8O)[C@H]7O[C@@H]7O[C@@H](C)[C@H](O)[C@@H](O)[C@H]7O)CC[C@]6(C)[C@H]5CC[C@]34C)N2C1,-7,-3,98,103,-8,-1,94,12
Cc1cc2ccccn2c1C(C[N+](=O)[O-])c1c(F)cccc1Cl (configuration not stated),11,-3,102,95,6,-1,96,2
CC(C)(C#CCCCCC#CC(C)(C)[N+](C)(C)C)[N+](C)(C)C,-1,4,96,122,-6,2,96,-6
O=C(/C=C/c1ccc2c(c1)OCO2)c1c(O)n(CCC2=CCCCC2)c(=O)[nH]c1=O,-3,5,95,98,-9,1,96,-2
COc1ccc(CCNCc2ccccc2F)cc1OC,-3,-2,91,105,5,1,113,2
CN(C)C(Cc1ccccc1)C(=O)c1ccc(-c2ccccc2)cc1 (configuration not stated),-1,-6,95,126,-5,1,102,-13
O=C(NC1(C(F)(F)F)Oc2ccccc2O1)N1CCC2(CC1)OCCO2,3,14,112,118,-13,1,110,-9
Cc1cc(OC(=O)c2cccs2)c2c3c(c(=O)oc2c1)CCCC3,-11,-4,87,122,3,5,127,-7
CC(C)c1ccc(OCC(=O)N2CCCN(C)CC2)cc1,11,1,107,97,-3,2,101,6
NC(=O)Cn1cc(C(=O)c2ccccc2F)c2ccccc21,-9,5,98,103,3,1,95,-6
Cn1c(O)c(/C=N/N2CCCCC2)c(=O)[nH]c1=O,37*,2,95,97,-2,0,104,-2
COc1cc(OC)c2c(c1)O[C@@H](c1ccc(OC)c(OC)c1)[C@H](O)C2,-1,-21,99,90,-1,15,110,3
COC(=O)c1cccc(N=Cc2c(O)n(Cc3ccc(F)cc3)c(=O)[nH]c2=O)c1,-2,-6,99,103,-5,1,97,-5
O=Cc1cn(Cc2ccc([N+](=O)[O-])cc2)c2ccccc12,3,3,96,92,13,-10,98,2
COC(=O)C1=C(c2ccc(C(C)=O)cc2)C[C@@H]2CC[C@H]1N2C(=O)NCC1CC1,-13,.,94,97,6,1,101,-6
CCC(C)NC(=O)c1c(N)n(CCCOC)c2nc3ccccc3nc12 (configuration not stated),7,2,101,101,6,-4,104,16
COc1cccc([C@@]2(O)CCCC[C@@H]2CN(C)C)c1,9&0,-13&5,100&98,105&112,4&11,-2&-2,92&96,1&1
CNC(=S)N(C)CCc1cc2c(c(OC)c1C=C1C(=O)NC(=O)NC1=O)OCO2,0,8,90,102,-14,1,91,-12
Cc1ccc(CN2CCCN(Cc3ccccc3C)S2(=O)=O)cc1,8,10,101,92,6,1,108,2
Cc1cc(C)c(S(=O)(=O)NCC2CCC(C(=O)N3CCC4(CC3)OCCO4)CC2)c(C)c1 (configuration not stated),-14,-8,117,78,2,0,93,4
O=c1c2ccccc2nc(-c2ccco2)n1-c1ccncc1,-1,-6,94,96,-4,6,95,4
CNC(=O)OCc1n(C)cc[n+]1C,12,-7,97,92,-4,6,100,1
Cn1cc(C(=O)OCC(=O)NC2(C#N)CCCC2)c2ccccc21,-4,.,92,93,1,5,96,-3
CN1Cc2c(c(C#N)c(N)n(C)c2=S)CC1(C)C,13,2,100,99,-5,1,95,0

Sorted by heavy-atom count (smallest number first): some entries from above
smiles,ZTA counter,EBNA-1 inhibitor,RPL19A TOR yeast,LAP4 TOR yeast,proCasp7 act,AHR activator,MEP2-GFP yeast,proCasp3 act
CN1Cc2c(c(C#N)c(N)n(C)c2=S)CC1(C)C,13,2,100,99,-5,1,95,0
CNC(=S)N(C)CCc1cc2c(c(OC)c1C=C1C(=O)NC(=O)NC1=O)OCO2,0,8,90,102,-14,1,91,-12
Cc1cc(C)c(S(=O)(=O)NCC2CCC(C(=O)N3CCC4(CC3)OCCO4)CC2)c(C)c1 (configuration not stated),-14,-8,117,78,2,0,93,4

New compounds follow:
smiles,ZTA counter,EBNA-1 inhibitor,RPL19A TOR yeast,LAP4 TOR yeast,proCasp7 act,AHR activator,MEP2-GFP yeast,proCasp3 act
Cc1ccc(-n2c(-c3cccs3)nc3ccccc3c2=O)cc1,-5,-8,101,108,4,3,104,7
CCOC(=O)c1ccc2c(c1)n(Cc1ccccc1)c(C)[n+]2CC,-1,3,100,111,4,0,102,5
CC(=O)c1ccc(OC(NC(=O)c2ccco2)C(Cl)(Cl)Cl)cc1 (configuration not stated),8,4,98,99,6,-1,101,6
CCn1c(O)c(N=Nc2cccc(S(=O)(=O)N3CCOCC3)c2)c(=O)n(CC)c1=S,4,-19,113,107,3,-1,113,1
CCCCN1CCC(C#N)(Nc2ccccc2)CC1,-21,3,104,99,-5,-4,108,-13
Cc1nc2cc(C(F)(F)F)ccc2n1C1CCN(Cc2nnnn2CCc2ccccc2)CC1,-1,6,?,96[may fluoresce red],-4,1,97[may fluoresce red],-8
COc1ccccc1N=C1SCCCN1C,-19,4,101,97,3,2,93,2
CNC(=O)O/N=C(\N)Cc1csc2ccc(Cl)cc12,9,-1,79,109,0,3,115,-4
CCOP(=O)(Cc1cc(C(=O)CC)c(C)o1)OCC,-2,7,102,99,-11,4,103,-13
C=CCn1c(O)c(C(CC)=Nc2ccc(N(CC)CC)cc2)c(=O)[nH]c1=O,3,-2,93,96,-9,3,96,-4
OCCNc1c2c(nc3ccccc13)CCCC2,18,-9,97,97,-4,9,102,1
CC(C)N1C(=O)/C(=C/C=C/c2ccco2)C(=O)N(Cc2ccco2)C1=O,8,5,96,95,-9,1,95,0
COc1ccc(O)c2c(=O)c3c(OC)cc4c(c3oc12)C1C=COC1O4 (configuration not stated),6,11,101,106,-3,5,112,8
COc1ccccc1OCC#CCN1CCCC(C)C1 (configuration not stated),-6,-2,105,100,-1,0,106,5
Cc1ccc(C(=O)COC(=O)Cc2ccccc2)cc1,4,-3,107,79,2,-1,90,-6
CCCCn1c(NS(=O)(=O)c2ccccc2)c(C(=O)OCC)c2nc3ccccc3nc21,4,13,96,98,-10,1,110,-13
O=C(N/N=C/c1c(O)n(CCc2ccccc2)c(=O)[nH]c1=O)c1ccccc1,-24,-8,105,105,-18,6,97,2
CCOC(=O)C1CCN(/C=C2/C(=O)NC(=O)N(c3ccc(OCC)cc3)C2=O)CC1,-11,10,100,99,-6,-1,101,-41
COc1ccc(-c2nn(CCC#N)cc2C(=O)Nc2ccccc2Br)cc1[N+](=O)[O-],-16,2,96,100,11,2,102,7
O=C(N/N=C/c1c(O)n(Cc2ccccc2)c(=O)[nH]c1=O)c1ccccc1,-7,0,99,87,-28,15,94,-3
COC(=O)C1=C(c2cc3ccccc3s2)C[C@@H]2CC[C@H]1N2C(=O)NCc1ccccc1,6,1,105,108,1,1,95,1
COc1ccc(OP(=O)(Nc2ccccc2)Nc2ccccc2)cc1,-1,9,102,105,7,-1,110,-1
